Ecoli viability – E. coli V3065 growth inhibition, primary screen, counter-screen for AddAB inhibitor project, absorbance, OD600; 18 h; inhibition, % at 11.9 µM; 330,000 tested, 0.27% active;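 active means inhibition above the campaign's mean inhibition across all tested compounds plus 3 SD, cut at about 9.9% in these data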;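 further: uninfected addAB+ strain grown without phage in ampicillin broth; 0% = DMSO wells and 100% = ciprofloxacin 0.95 µg/ml wells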
CAL PDZ FP – CAL PDZ peptide-binding inhibitors, primary screen, biochemical, fluorescence polarization, Cer-tagged CAL PDZ, HTS. Golgi-associated PDZ and coiled-coil motif-containing protein (Homo sapiens), Q9HD26. purified CAL PDZ, TMR-peptide fluorescence polarization, 1 h. inhibition, % at 20 µM. 330,000 tested, 0.02% active. AID 504414, 2011;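 active means highest replicate inhibition of at least 40%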;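 further: plate controls were DMSO neutral control wells for no effect and unlabeled competitor peptide control wells for full effect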
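Material: tagged CAL PDZ domain; buffer or medium: 25 mM sodium phosphate pH 7.4, 150 mM NaCl, TCEP, IgG, Thesit; compound dosing: single point, 20 µM; schedule: 1 h incubation at room temperature before polarization reading; measured by: FP readout, S and P plane fluorescence; read-out basis: percent inhibition from loss of millipolarization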
AddAB inh – growth inhibition of E. coli expressing H. pylori AddAB, primary screen, AddAB inhibitor project, absorbance; 330,000 tested, 0.29% active; inhibition, % at 11.9 µM; in the data active means inhibition above about 12%;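 further: 0% = vehicle wells of infected cells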
DAGLB inh – DAGLB lipase inhibitors, primary screen, biochemical, fluorescence, HTS | Diacylglycerol lipase-beta (Homo sapiens), Q8NCG7 | HEK293T DAGLB membrane lysate, EnzChek fluorogenic substrate | inhibition, % at 5.17 µM | 340,000 tested, 0.059% active | AID 504411, 2011; in the data active means inhibition above about 34%;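 further: 0% = enzyme with vehicle and 100% = wells lacking enzyme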
Target sequence (Q8NCG7 whole entry, looked up): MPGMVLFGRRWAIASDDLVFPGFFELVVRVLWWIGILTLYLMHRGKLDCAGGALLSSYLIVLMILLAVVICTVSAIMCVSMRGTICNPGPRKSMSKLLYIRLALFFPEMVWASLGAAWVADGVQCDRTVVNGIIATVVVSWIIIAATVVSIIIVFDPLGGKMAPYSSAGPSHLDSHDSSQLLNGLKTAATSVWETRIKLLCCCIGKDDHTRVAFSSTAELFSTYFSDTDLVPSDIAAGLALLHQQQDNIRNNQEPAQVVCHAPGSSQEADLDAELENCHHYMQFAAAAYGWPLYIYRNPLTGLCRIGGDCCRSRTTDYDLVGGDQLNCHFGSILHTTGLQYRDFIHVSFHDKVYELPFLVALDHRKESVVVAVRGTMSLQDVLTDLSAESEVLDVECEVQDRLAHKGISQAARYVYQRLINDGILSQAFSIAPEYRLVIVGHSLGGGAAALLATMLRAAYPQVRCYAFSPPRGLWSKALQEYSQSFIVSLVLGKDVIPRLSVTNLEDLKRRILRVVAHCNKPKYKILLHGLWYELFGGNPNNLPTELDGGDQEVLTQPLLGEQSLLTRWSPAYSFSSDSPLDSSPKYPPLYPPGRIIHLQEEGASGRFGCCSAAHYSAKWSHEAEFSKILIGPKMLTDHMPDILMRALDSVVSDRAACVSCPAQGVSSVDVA
PvdQ acylase – P. aeruginosa PvdQ acylase inhibitors, primary screen, biochemical, fluorescence, plate reader and imaging, single point. PvdQ acylase [Pseudomonas aeruginosa LESB58]. purified PvdQ acylase. inhibition, % at 10 µM. 340,000 tested, 0.063% active. AID 488965, 2010; in the data active means inhibition above about 30%, passing the limit was not always enough;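 further: 0% = vehicle neutral wells and 100% = reference inhibitor wells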
phage Ecoli inh – growth loss of phage-infected E. coli, primary screen, RecBCD inhibitor project, absorbance, with phage, HTS; inhibition, % at 11.9 µM; 360,000 tested, 0.26% active; AID 651602, 2012; in the data active means inhibition above about 11%
Rtt109 Vps75 – inhibitors of C. albicans Rtt109/Vps75 HAT, primary screen, biochemical, ThioGlo CoA-SH fluorescence, plate reader; purified Rtt109/Vps75, 4 h; inhibition, % at 34.9 µM; AID 540336, 2011; Histone acetyltransferase RTT109 (Candida albicans (strain SC5314 / ATCC MYA-2876)), …; 330,000 tested, 0.16% active;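 active means inhibition of at least 50% in every replicate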
Target sequence (Q5AAJ8 whole entry, looked up): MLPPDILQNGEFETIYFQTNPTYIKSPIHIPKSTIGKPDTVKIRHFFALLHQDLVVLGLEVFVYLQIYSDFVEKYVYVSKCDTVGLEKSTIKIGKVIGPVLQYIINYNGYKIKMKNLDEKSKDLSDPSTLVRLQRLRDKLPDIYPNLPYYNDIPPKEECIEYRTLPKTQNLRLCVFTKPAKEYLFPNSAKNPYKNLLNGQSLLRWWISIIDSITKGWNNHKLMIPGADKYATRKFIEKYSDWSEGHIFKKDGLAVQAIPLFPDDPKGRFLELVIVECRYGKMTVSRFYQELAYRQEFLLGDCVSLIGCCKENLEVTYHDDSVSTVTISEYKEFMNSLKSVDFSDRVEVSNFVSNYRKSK
Wnt bcat act – Wnt/beta-catenin pathway activators, primary screen, cell-based, plate reader, single point. AID 743398, 2014. 300,000 tested, 1.2% active. Wnt/beta-catenin reporter cell assay, activator. activation, % at 9.35 µM; in the data active means activation above about 30%, passing the limit was not always enough;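 further: 0% = neutral control wells and 100% = positive control wells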
PfHsp90 set2 – growth inhibition of PfHsp90-expressing yeast, primary screen, antimalarial PfHsp90 inhibitor project, S. cerevisiae, BacTiter-Glo luminescence, single point, set 2. BacTiter-Glo ATP, 48 h; yeast lacking PDR1 and PDR3 efflux regulators. inhibition, % at 9.4 µM. 310,000 tested, 0.32% active. AID 504621, 2011;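 active means every replicate shows inhibition above about 80%, whatever the replicate mean, limit read from the data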;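 further: 0% = DMSO neutral controls and 100% = 20 µM radicicol positive controls; yeast relying on Plasmodium falciparum Hsp90 in place of its own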
Tat export inh – E. coli Tat export inhibitors, primary screen, MC4100, TorA-mCherry reporter, fluorescence, single point; inhibition, % at 10 µM; 340,000 tested, 0.036% active;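 active means mean replicate inhibition at least 50% and at least half of replicates individually reaching 50%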;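 further: exported cargo escapes ClpAP degradation while cytoplasmic cargo is degraded and loses fluorescence; 0% = median of neutral control wells and 100% = median of NaSCN control wells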
Numbers without * were called inactive; . = no result given; & = joins results of further samples.

nr	compound	Ecoli viability	CAL PDZ FP	AddAB inh	DAGLB inh	PvdQ acylase	phage Ecoli inh	Rtt109 Vps75	Wnt bcat act	PfHsp90 set2	Tat export inh
1	CC(C)(C)c1ccc(C(=O)NC2CCN(Cc3ccccc3)CC2)cc1	0.3	-1.5	0.0	-3	10	3.7	-2	0	4	-2
2	COC(=O)c1ccccc1NC(=O)CCS(=O)(=O)c1ccc(Br)s1	-2.4	-2.1	-1.2	-5	9	3.7	4	-7	.	-1
3	CCOc1cccc(-c2cc(C(=O)N3N=C(C)CC3(O)C(F)F)c3ccccc3n2)c1 (stereo unspecified)	-1.3	-2.2	1.9	-3	-9	1.0	5	2	5	0
4	Cc1ccsc1/C=N/NC(=O)c1nnn(-c2nonc2N)c1-c1ccc2c(c1)OCO2	-0.8	-1.5	2.7	4	2	-0.5	9	0	-6	4
5	O=C(NNC(=O)c1cc(-c2ccc(Cl)c(Cl)c2)nc2ccccc12)Nc1ccccc1	1.2	-0.7	4.3	-3	-6	0.7	-6	.	10	2
6	Cc1nc2c(C(=O)NCCc3ccccc3Cl)c[nH]n2c(=O)c1Cl	1.6	-2.1	1.1	10	7	-0.9	.	.	-6	7
7	CCN(CC)c1ccc(NC(=O)COC(=O)CCC(=O)c2ccc(F)cc2)cc1	-1.2	-3.1	1.6	-5	-12	1.8	-3	0	-1	4
8	COc1ccc(CC(=O)Nc2ccc(C(=O)O)cc2NC(=O)Cc2ccc(OC)cc2)cc1	0.1	-2.7	4.1	0	-9	1.2	4	-1	-39	-9
9	COC(=O)c1sccc1NC(=O)Nc1ccc(Cl)c(Cl)c1	1.6	-0.7	2.6	-5	-2	3.0	-14	.	3	4
10	Cc1ccc(C)c(NC(=O)CCC(=O)NN=C2CCCC2)c1	.	-0.6	.	0	-5	0.6	6	0	-28	2
11	OC1CCN(Cc2ccc(OCc3ccccc3)cc2)CC1	0.5	0.5	1.2	0	20	1.3	-3	6	-12	-3
12	Cc1c(NC(C)c2cc(Cl)ccc2O)c(=O)n(-c2ccccc2)n1C (stereo unspecified)	1.6	-0.6	0.9	-6	1	2.2	5	.	3	-9
13	CC1CC1C(=O)OCC(=O)Nc1cccc(F)c1 (stereo unspecified)	1.2	-3.3	-1.6	-1	-12	1.3	-1	14	-4	-3
14	CCN(CC(=O)Nc1cc(Cl)ccc1Cl)C(=O)c1ccc(-n2cccn2)cc1	1.6	-0.1	0.9	-3	-26	1.5	-3	3	-33	1
15	CCN(CC)CCCNC1=C(Cl)C(=O)c2ccccc2C1=O	-2.3	-0.2	7.9	-1	-6	2.2	-7	-22	.	-16
16	Cc1nc2ccc(NC(=O)Cc3ccsc3)cc2s1	0.7	-2.4	3.1	-2	4	3.2	10	.	42	-8
17	COc1cccc(OCC(O)CNC(=O)c2oc3ccc(C)cc3c2C)c1 (stereo unspecified)	2.7	.	0.2	-10	-11	-0.9	5	-1	1	16
18	CC(=O)Nc1ccc(NC(=O)CSc2nnc(-c3cccs3)n2N)cc1	0.3	-2.8	1.7	2	-20	4.9	4	-3	30	4
19	COc1ccc(S(=O)(=O)Nc2cccc3c2O[C@H](CN(C)C(=O)Nc2c(C)noc2C)[C@@H](C)CN([C@H](C)CO)C3=O)cc1	1.9	-0.3	2.5	-1	-15	2.5	0	-2	-8	-12
20	O=C(O)c1ccnc(Cl)c1	-1.0	-0.6	0.8	1	-14	1.0	-22	0	14	-7
21	Cc1c(NC(=O)CSc2nc(-c3ccco3)cc(C(F)(F)F)n2)c(=O)n(-c2ccccc2)n1C	2.4	-0.5	-1.1	-5	-8	0.7	-1	.	-5	-4
22	CCOC(=O)CCNCc1ccc(F)cc1	0.2	-1.8	0.1	1	21	1.4	-5	0	2	5
23	Cc1ccc(S(=O)(=O)NC2=C(N3CCN(c4ccccc4F)CC3)C(=O)c3ccccc3C2=O)cc1	-1.1	0.3&-0.3	-0.9	5&6	-3&-2	3.7&0.7	-7&-2	0	-14&0	10&-5
24	CCOC(=O)C(=O)/C(C#N)=C/Nc1ccc(F)cc1	-1.3	-0.1	2.5	-1	-12	1.4	0	2	-4	7
25	CCOCCOC(=O)c1ccc(-n2cncn2)nc1	-1.9	.	3.2	-1	15	2.9	-6	0	11	5
26	COc1ccc2c(c1)OC1(C)CC2C(C(=O)c2ccccc2OC)C(=O)N1 (stereo unspecified)	0.5	0.0	1.6	-1	-13	4.7	16	0	5	7
27	Cc1cccc(NC(=O)CN(C)C(=O)c2ccc3ccccc3n2)c1C	.	-1.6	.	-1	10	3.7	19	2	.	-7
28	Cn1nc(C(F)(F)F)c(-c2cccc(C(F)(F)F)c2)c1NC(=O)c1ccco1	-0.7	-0.9	1.6	-6	-7	-0.5	3	-3	-13	9
29	Cn1c(=O)c(S(=O)C2CCCCC2)c(O)c2ccccc21 (stereo unspecified)	-1.2	0.3	-3.3	-1	9	0.2	6	17	8	20
30	Cc1ccc(S(=O)(=O)Nc2cc(C)c(O)cc2C)cc1	-0.9	-0.5	2.1	.	-2	1.4	-14	-2	12	-7

2 compounds from above, showing only CAL PDZ FP and phage Ecoli inh.
| entry | molecule | CAL PDZ FP | phage Ecoli inh |
| --- | --- | --- | --- |
| 4 | Cc1ccsc1/C=N/NC(=O)c1nnn(-c2nonc2N)c1-c1ccc2c(c1)OCO2 | -1.5 | -0.5 |
| 5 | O=C(NNC(=O)c1cc(-c2ccc(Cl)c(Cl)c2)nc2ccccc12)Nc1ccccc1 | -0.7 | 0.7 |

Later entries:
nr	compound	Ecoli viability	CAL PDZ FP	AddAB inh	DAGLB inh	PvdQ acylase	phage Ecoli inh	Rtt109 Vps75	Wnt bcat act	PfHsp90 set2	Tat export inh
31	CN(C(=O)COC(=O)/C=C/c1ccc2ccccc2n1)c1c(N)n(Cc2ccccc2)c(=O)[nH]c1=O	-3.5	-1.1	-0.8	1	-8	0.9	7	0	-21	5
32	CCC(/C=C1\Oc2ccc(OC)cc2N1C)=C\c1sc2ccccc2[n+]1CCCS(=O)(=O)[O-]	.	-12	.	0	-13	0.7	7	-1	22	-11
33	O=C(OCC(=O)N1CCCc2ccccc21)c1ccc(Br)o1	-0.6	-0.2	-0.6	0	1	3.4	2	-1	-8	4
34	COc1ccc(N=C2NC(=O)/C(=C\C=C\c3ccco3)S2)cc1	.	-0.9	.	12	1	2.7	-5	-2	6	-1
35	Cc1cc(C)n(CCCNC(=O)Cn2nnnc2CN2C[C@@H](C)O[C@@H](C)C2)n1	1.6	-0.8	4.8	0	-3	1.6	-7	-2	-28	1
36	O=C1CSC(c2cn(-c3ccccc3)nc2-c2cc3ccccc3oc2=O)N1Cc1cccnc1 (stereo unspecified)	-0.5	-1.2	-1.3	2	-14	3.4	8	.	-10	2
37	O=C(COC(=O)/C=C/c1ccccc1)NNC(=O)c1ccccc1F	.	-1.8	.	0	-14	1.6	-9	-5	10	-15
38	CCn1nnc(NC(=O)c2c(OC)cccc2OC)n1	0.0	0.4	1.7	1	4	1.1	-8	.	.	-2
39	O=C(O)c1ccc(Cn2c(SCc3cc(=O)n4cc(Br)ccc4n3)nc3ccsc3c2=O)cc1	1.5	.	-2.3	.	.	3.6	.	-2	.	.
40	Cc1cc(NS(=O)(=O)c2ccc(NC(=O)NC3CCCCC3)cc2)no1	1.9	-2.7	1.8	2	11	0.9	29	.	.	-3
41	Cc1nc(NS(=O)(=O)c2ccccc2)sc1C(=O)NN	-2.6	-1.0	1.0	.	-6	6.1	11	0	-16	-10
42	CC(C)(C)OC(=O)N(Cc1ccccc1)Cc1cccc(OCc2cccc(NC(=O)c3ccccc3)c2)c1	.	-1.1	.	-10	-16	5.0	9	-5	-8	3
43	Fc1cccc(Nc2ncnc3sc4c(c23)CCC4)c1	1.2	-0.6	2.1	0	-6	1.2	-8	-4	29	-3
44	COC(C[C@H]1O[C@H]1[C@@H](O)[C@@H](C)OCc1ccccc1)OC	.	0.1	.	0	-6	1.6	-9	2	1	-42
45	COc1cc(OC)cc(C(=O)N[C@H](C(=O)Nc2cc(F)ccc2C)C(C)C)c1	0.3	-3.0	-2.4	-3	-1	1.7	9	-2	4	-2
46	CCCCCc1ccc(-c2ccc(/C=C/C(N)=O)cc2)nc1	-0.5	-0.4	0.9	-1	4	4.5	4	.	-4	-8
47	CCN1CCN(C(=O)c2ccc(N3CC4CC(C3)c3cccc(=O)n3C4)c(NC(=O)c3cc(OC)cc(OC)c3)c2)CC1 (stereo unspecified)	-0.8	-2.0	1.9	-1	-10	0.7	-6	-2	-17	4
48	O=C(Nc1ccccc1F)c1ccccc1-c1ccc(C(F)(F)F)cc1	-1.3	0.7	2.6	-4	-13	2.8	-2	6	-33	-6
49	Cc1nc2ccccn2c1CN(C)C(=O)C1CCC(=O)N(CCc2cccc(F)c2)C1 (stereo unspecified)	2.8	-2.4	4.2	-1	-20	0.8	-4	-2	-5	2
50	CCn1cc(CNC(=O)/C=C/c2cnn(C)c2)c(C)n1	-0.9	-0.4	3.2	5	-7	-0.1	4	1	-19	-2
51	CC(=O)CC(=O)Nc1ccc(Cl)cn1	-1.8	-0.5	-1.7	2	-9	4.6	-1	1	9	-6
52	Cc1ccccc1C(=O)NNC(=S)Nc1cccc(C(F)(F)F)c1	-3.5	0.6	0.7	3	-13	4.3	-1	-1	-40	-9
53	COc1cccc(CNCc2ccccc2Br)c1OC	-1.5	0.5	1.2	-4	-10	2.5	-1	1	-3	7
54	Nc1nc(COC(=O)C2CC(=O)N(CCc3ccccc3)C2)nc(Nc2ccccc2)n1 (stereo unspecified)	-4.2	-0.8	0.3	-1	-14	0.3	13	0	-4	6
55	NC(=O)c1ccc(N2CCN(c3ccc(O)cc3)CC2)c([N+](=O)[O-])c1	-1.2	-0.9	0.2	2	6	4.0	13	10	14	-4
56	COc1cc(CN2CCC(C(=O)NC3CCCC3)CC2)cc(Br)c1O	-0.8	0.6	1.5	-2	-5	1.0	3	.	.	11
57	Cc1onc(-c2ccccc2)c1C(=O)OCC(=O)N(CC(C)C)c1c(N)n(Cc2ccccc2)c(=O)[nH]c1=O	-0.8	0.0	-2.2	2	-3	-1.2	-3	2	-26	-17
58	CCOC(=O)[C@H](C)N1[C@H](C)[C@H](c2ccccc2)Oc2ccc(Cl)cc2S1(=O)=O	.	-1.2	.	-2	-14	3.4	11	-1	-30	-1
59	CC1(C)CC(NC(=O)c2cc(S(=O)(=O)N3CCOCC3)c(Cl)cc2Cl)CC(C)(C)N1	2.4	-1.2	1.7	-3	12	1.3	.	-2	15	-2
60	CCCCOc1ccc(C(=O)NCC(=O)NCC(c2ccco2)N2CCCCC2)cc1 (stereo unspecified)	-0.2	-1.4	-1.2	-2	-6	2.4	3	-1	-7	6
61	CCOC(=O)c1cnn(CC2CCCCC2)c1N	-1.7	0.2	-2.9	0	-11	3.8	-4	.	-16	4
62	CC(=O)Oc1ccc2c(=O)c(-c3ccccc3)c(C)oc2c1	0.5	-1.1	5.0	-6	-5	4.3	-10	-1	2	3
